Screening data deposited in PubChem BioAssay by several laboratories.
TRPC6 inh: inhibitors of mouse TRPC6 channel | Q61143 | HEK293-TRPC6, membrane potential dye, ACh-evoked depolarization; hits give low values | B-score at 10 µM | 310,000 compounds, 1.1% hits;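 active = B-score under library mean minus 3 SD, initial fluorescence not abnormally high, positive integrated signal ratio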;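 also: B-score derived from integrated fluorescence ratio over the kinetic read; more negative B-score means stronger inhibition of depolarization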
Target sequence (Q61143 whole entry, looked up): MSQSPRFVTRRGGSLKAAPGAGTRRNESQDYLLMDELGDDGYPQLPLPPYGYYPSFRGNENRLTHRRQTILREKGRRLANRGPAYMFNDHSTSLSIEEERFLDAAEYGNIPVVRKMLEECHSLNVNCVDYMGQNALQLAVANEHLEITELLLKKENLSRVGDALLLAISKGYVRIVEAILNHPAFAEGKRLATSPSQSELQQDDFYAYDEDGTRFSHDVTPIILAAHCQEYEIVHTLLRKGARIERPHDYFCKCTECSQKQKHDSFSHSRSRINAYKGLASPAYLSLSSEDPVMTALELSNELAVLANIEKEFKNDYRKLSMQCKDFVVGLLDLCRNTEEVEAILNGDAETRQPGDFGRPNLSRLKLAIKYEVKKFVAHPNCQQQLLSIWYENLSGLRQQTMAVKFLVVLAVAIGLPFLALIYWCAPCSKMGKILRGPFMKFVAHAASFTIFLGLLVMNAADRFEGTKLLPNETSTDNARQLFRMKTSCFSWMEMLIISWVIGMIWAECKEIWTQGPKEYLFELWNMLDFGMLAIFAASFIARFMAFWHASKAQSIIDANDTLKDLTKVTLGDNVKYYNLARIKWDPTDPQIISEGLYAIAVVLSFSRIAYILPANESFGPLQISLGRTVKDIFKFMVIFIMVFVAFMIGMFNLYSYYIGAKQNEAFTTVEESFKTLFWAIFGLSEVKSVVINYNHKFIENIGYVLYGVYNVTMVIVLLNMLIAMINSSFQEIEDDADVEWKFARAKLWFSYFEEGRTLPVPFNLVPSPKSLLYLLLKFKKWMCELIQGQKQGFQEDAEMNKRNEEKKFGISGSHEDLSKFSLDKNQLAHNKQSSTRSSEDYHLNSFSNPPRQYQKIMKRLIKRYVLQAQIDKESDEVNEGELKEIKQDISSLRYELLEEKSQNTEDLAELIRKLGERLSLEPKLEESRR
HIF act: HIF pathway transcriptional activation; U2OS HRE-luciferase reporter, luminescence; normalized: DMSO 0%, desferrioxamine 100%; activation, % at 7.5 µM (by protocol); 300,000 compounds, 0.32% hits;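 active = mean activation of at least 10% of the iron chelator positive control signal, with at least half of replicates also reaching 10%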
SKKanGAS inh: blocks kanamycin growth of S. pyogenes SKKanGAS strain; inhibition, % at 7.5 µM; AID 1662; BacTiter-Glo, 6 h; 300,000 compounds, 1.3% hits;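 active = mean replicate score, as percent of positive control median, at least 50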;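 also: strain carries kanamycin resistance gene driven by streptokinase promoter and grows in 40 µg/ml kanamycin; loss of luminescence reflects streptokinase promoter inhibition or plain growth inhibition; 0% = median of DMSO wells and 100% = positive control at its reference dose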
TRPC4 inh: TRPC4 (mouse) channel inhibition. 300,000 compounds, 0.39% hits. B-score at 10 µM. Q9QUQ5. AID 2247. HEK293 TRPC4beta/mu-opioid, DAMGO-evoked Fluo4 calcium flux; hits give low values;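 active = B-score over 3 SD under the library average, no early fluorescence shift, positive overall ratio signal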
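Assay system: TRPC4beta/mu-opioid receptor HEK293 cell line; compound dosing: single concentration per test compound; detection: Fluo4 Ca2+ flux fluorescence; evaluation: per-well B score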
MrgX1 allo act: allosterically activates human MrgX1 receptor signaling; B-score at 10 µM; 310,000 compounds, 0.63% hits; Q96LB2; MrgX1-HEK293, Fluo-4 calcium flux, FDSS; hits give high values;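 active = plate-corrected calcium response at least 3 library SD above typical, normal starting fluorescence, not activating the receptor alone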;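 also: compound read alongside a low EC10 to EC30 dose of BAM8-22 agonist; peak minus trough fluorescence over baseline measured at the second addition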
MrgX1 antag: blocks BAM8-22 activation of human MrgX1 receptor. Q96LB2. MRGX1-HEK293 calcium flux, Fluo-4, BAM8-22 antagonism; hits give low values. B-score at 10 µM. 310,000 compounds, 1.3% hits;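 active = calcium-response B-score plate-corrected more than 3 library SD below zero, starting fluorescence within 5 deviations, no agonist response on first addition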;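 also: peak minus trough fluorescence over baseline after final BAM8-22 challenge near maximal dose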
MrgX1 agonist: activates human MrgX1 receptor signaling; MrgX1-HEK293 cells, Fluo-4 calcium fluorescence, agonist mode; hits give high values; B-score at 10 µM; 310,000 compounds, 0.44% hits; AID 588627;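 active = calcium response B-score plate-corrected fluorescence ratio at least 3 library SD, with starting fluorescence B-score inside 5 SD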
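Material: MrgX1-expressing HEK293 cells / Dosing: compound as first of three additions / Incubation: overnight seeding, then 1 h dark dye loading / Signal: Fluo-4 NW calcium fluorescence / Evaluation: B-scored fluorescence response ratio / Benchmarks: positive and negative control wells on each plate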
Platelet DG rel: platelet dense granule release activity; human platelet-rich plasma, SFLLRN dense granule ATP release, luminescence; inhibition, %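 (compounds screened at 7.5 µM in platelet-rich plasma)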; 300,000 compounds, 0.22% hits;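 active = mean replicate score, as percent of positive control, at or above 50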
RGS4 act: RGS4 potentiation or activation; AID 463111; 310,000 compounds, 0.92% hits; HEK293 M3R/inducible RGS4, carbachol calcium flux Fluo4; hits give low values; B-score at 10 µM;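 active = B-score of the integrated calcium signal more than 4 SD below the library mean, with starting fluorescence not abnormally high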;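 also: negative B-score means reduced calcium response which marks RGS4 activation or potentiation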
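System: HEK293 FlpIn-TREx cells, stable M3R, doxycycline-inducible RGS4. Timing: overnight RGS4 induction, 30 min dye load 37 °C, 20 min compound RT. Also added: carbachol, ECmax concentration. Measured by: Fluo4 fluorescence kinetic imaging of calcium. Evaluation: integrated calcium ratio converted to B score.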
RGS4 block: inhibitors of human RGS4 | HEK293 M3R/RGS4 inducible, Fluo-4 calcium flux; hits give high values; triggered by carbachol at its EC20 | 310,000 compounds, 0.45% hits | B-score at 10 µM | P49798;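 active = B-score, a plate-corrected calcium signal, over three deviations above library mean, with baseline fluorescence within five deviations of library mean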;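 also: RGS4 expression induced by doxycycline in cells with stable M3 receptor; B-score is computed from the integrated fluorescence ratio over baseline after carbachol; higher B-score means a larger calcium signal and so more RGS4 inhibition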
TRPC6 act: mouse TRPC6 channel activation; B-score at 10 µM; Q61143; 310,000 compounds, 0.13% hits; AID 2550; HEK293-TRPC6 membrane potential dye fluorescence; hits give high values;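 active = B-score of the integrated fluorescence ratio above library mean plus 3 SD, and starting fluorescence ratio within library mean plus 5 SD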;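 also: higher score means more depolarization so channel activation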
The depositor's hits bear a star; i = inactive; nt = no result given. Rows were taken by chance. Share with any hit: about 6.1%.

SMILES | TRPC6 inh | HIF act | SKKanGAS inh | TRPC4 inh | MrgX1 allo act | MrgX1 antag | MrgX1 agonist | Platelet DG rel | RGS4 act | RGS4 block | TRPC6 act
CCn1nnc(NC(=O)c2sc3ccccc3c2Cl)n1 | i | 1.0 | -20 | i | i | i | i | -5 | i | i | i
CC(C)(C)c1ccc(OCCSc2nc3ccccc3n2CC(=O)O)cc1 | i | 0.7 | 4 | i | i | i | i | nt | i | i | i
COc1ccc(NC(=O)CSCC(=O)N(C)CC(=O)Nc2cccc3ccccc23)cc1 | i | -0.3 | -7 | i | i | i | i | -6 | i | i | i
O=C(COc1ccccc1-c1ccccc1)NN=C1CCCC1 | i | -1.1 | -6 | i | i | i | i | 1 | i | i | i
Cc1ccc(C)c(NC(=O)NNC(=O)c2cc3ccccc3cc2O)c1 | i | 0.0 | 6 | i | i | i | i | -6 | i | i | i
COc1cccc(NC(=O)CSc2nnc(NC(=O)C3CC3)s2)c1 | i | 0.2 | 9 | i | i | i | i | 5 | i | i | i
Cc1ccc(C(=O)Nc2sc3c(c2C#N)CCCCC3)cc1C | i | 5.4 | -6 | i | i | i | i | 8 | i | i | i
Clc1ccc(OCCCN2CCCCC2)c(Br)c1 | i | 1.9 | 2 | i | i | i | i | -13 | i | i | i
CC1=C(C(=O)OC2CCCCC2)C(c2cccnc2)n2ncnc2N1 (configuration not stated) | i | 0.0 | -3 | i | i | i | i | 1 | i | i | i
Cc1ccc(-n2nnnc2SCC(N)=O)c(C)c1 | i | 0.1 | 2 | i | i | i | i | 3 | i | i | i
O=[N+]([O-])c1cccc2c(N3CCOCC3)ccnc12 | i | -0.6 | 19 | i | i | i | i | 6 | i | i | i
Cc1ccc(Cl)cc1NC(=O)CSC(N)=O | i | -0.2 | -9 | i | i | i | i | -1 | i | i | i
O=C1[C@H]2[C@@H](c3ccc(F)cc3)N3C(=O)N(c4ccccc4)C(=O)[C@@]3(Cc3ccc(Cl)cc3)[C@H]2C(=O)N1C1CCCCC1 | i | 0.8 | 7 | i | i | i | i | 11 | i | i | i
CCOC(=O)C1=C(O)C(=O)N(c2ccc(S(N)(=O)=O)cc2)C1c1ccc(OC)cc1 (configuration not stated) | i | -0.5 | 1 | i | i | i | i | 3 | i | i | i
O=C1Nc2ccccc2N(O)N1c1ccc(S(=O)(=O)N2CCOCC2)cc1 | i | -0.2 | -1 | i | i | i | i | -14 | i | i | i

Next section (2 carried over from the part before).
SMILES | TRPC6 inh | HIF act | SKKanGAS inh | TRPC4 inh | MrgX1 allo act | MrgX1 antag | MrgX1 agonist | Platelet DG rel | RGS4 act | RGS4 block | TRPC6 act
CCOC(=O)C1=C(O)C(=O)N(c2ccc(S(N)(=O)=O)cc2)C1c1ccc(OC)cc1 (configuration not stated) | i | -0.5 | 1 | i | i | i | i | 3 | i | i | i
O=C1Nc2ccccc2N(O)N1c1ccc(S(=O)(=O)N2CCOCC2)cc1 | i | -0.2 | -1 | i | i | i | i | -14 | i | i | i
CCOC(=O)CC(NC(=O)c1ccco1)c1ccccc1Cl (configuration not stated) | i | -24 | -3 | i | i | i | i | 5 | i | i | i
Cc1c(NS(=O)(=O)c2ccc(NCCN3CCOCC3)c([N+](=O)[O-])c2)c(=O)n(-c2ccccc2)n1C | i | -0.4 | -17 | i | i | i | i | -1 | i | i | i
Nc1nc(NCC2CCCO2)nc(Nc2ccccc2)c1[N+](=O)[O-] (configuration not stated) | i | 0.0 | 2 | i | i | i | i | -25 | i | i | i
CC(=O)c1ccc(S(=O)(=O)NC2CC(=O)N(c3ccc(Cl)cc3)C2)cc1 (configuration not stated) | i | 0.0 | -1 | i | i | i | i | 21 | i | i | i
[N-]=C=C1C(=S)NC(=O)[C@H]([n+]2ccccc2)[C@H]1c1ccc(Cl)cc1 | i | 0.0 | 14 | i | i | i | i | 4 | i | i | i
Cn1c(CNc2ccc(Cl)cc2)nnc1SCC#N | i | 0.2 | 3 | i | i | i | i | -3 | i | i | i
O=C(N/N=C/c1ccncc1)c1nc(-c2ccccc2)n2c1CCCCC2 | i | 0.1 | 3 | i | i | i | i | -15 | i | i | i
COc1ccc(C/C(C)=N/Nc2nc(C)cc(=O)[nH]2)cc1 | i | 0.4 | 0 | i | i | i | i | 19 | i | i | i
CC(=NCCCN(C)C)C1=C(O)c2ccccc2C1=O | i | 0.2 | -1 | i | i | i | i | 30 | i | i | i
COc1ccc(-c2c3c(nc4sc(C(=O)Nc5ccccc5)c(N)c24)CCC3)cc1 | i | 2.5 | 3 | i | i | i | i | -9 | i | i | i
Cc1ccc(N/C(N)=N/c2nc(CSc3nnc(C)s3)cc(=O)[nH]2)c(C)c1 | i | -0.5 | -6 | i | i | i | i | 4 | i | i | i
COCc1cc(C)nc(OCC(=O)N/N=C/c2ccc(-c3cc([N+](=O)[O-])ccc3Cl)o2)c1C#N | i | -0.3 | 3 | i | i | i | i | -4 | i | i | i
Cc1nc2ccccc2c(=O)n1NC(=O)/C=C/c1ccccc1 | i | -0.1 | 2 | i | i | i | i | -1 | i | i | i
CCOc1ccccc1C(=O)OCC(=O)Nc1nnc(-c2ccccc2)o1 | i | -0.1 | 77* | i | i | i | i | -4 | i | i | i
FC(F)(F)c1cc(C(F)(F)F)c2ccc(N/N=C/c3ccccc3)nc2n1 | i | -0.2 | 3 | i | i | i | i | -2 | i | i | i

Profiles from above. Values in the order: TRPC6 inh	HIF act	SKKanGAS inh	TRPC4 inh	MrgX1 allo act	MrgX1 antag	MrgX1 agonist	Platelet DG rel	RGS4 act	RGS4 block	TRPC6 act
Shown for Cn1c(CNc2ccc(Cl)cc2)nnc1SCC#N → i	0.2	3	i	i	i	i	-3	i	i	i
Shown for CC(=O)c1ccc(S(=O)(=O)NC2CC(=O)N(c3ccc(Cl)cc3)C2)cc1 (configuration not stated) → i	0.0	-1	i	i	i	i	21	i	i	i
Shown for COc1ccc(-c2c3c(nc4sc(C(=O)Nc5ccccc5)c(N)c24)CCC3)cc1 → i	2.5	3	i	i	i	i	-9	i	i	i
Shown for Nc1nc(NCC2CCCO2)nc(Nc2ccccc2)c1[N+](=O)[O-] (configuration not stated) → i	0.0	2	i	i	i	i	-25	i	i	i
Shown for [N-]=C=C1C(=S)NC(=O)[C@H]([n+]2ccccc2)[C@H]1c1ccc(Cl)cc1 → i	0.0	14	i	i	i	i	4	i	i	i

Next structures follow:
SMILES | TRPC6 inh | HIF act | SKKanGAS inh | TRPC4 inh | MrgX1 allo act | MrgX1 antag | MrgX1 agonist | Platelet DG rel | RGS4 act | RGS4 block | TRPC6 act
CCC1(c2ccc(F)cc2)NC(=O)N(CC(=O)NCC(=O)Nc2cccc(C)c2C)C1=O (configuration not stated) | i | 0.2 | 3 | i | i | i | i | 1 | i | i | i
CCCCNCc1cc(Cl)c(OCCC)c(OCC)c1 | i | 0.1 | -15 | -7* | i | i | i | 2 | i | i | i
COc1ccc(C2C(C#N)=C(N)N(c3cccnc3)C3=C2C(=O)CCC3)cc1Cn1cc([N+](=O)[O-])cn1 (configuration not stated) | i | -7.4 | 1 | i | i | i | i | 0 | i | i | i
Cc1cc(C)n2c(SCC(=O)Nc3ncc(C(F)(F)F)cc3Cl)nnc2n1 | i | -0.4 | 4 | i | i | i | i | 1 | i | i | i
O=C1CCCN1c1ccc(S(=O)(=O)N2CCN(c3ccccn3)CC2)cc1 | i | -0.1 | -2 | i | i | i | i | 17 | i | i | i
Cc1cc2c(=O)n(CC(=O)NCC(=O)Nc3ccc(C(C)C)cc3)cnc2s1 | i | -0.3 | 2 | i | i | i | i | 2 | i | i | i
COc1cc(/C=N/NC(=O)c2ccc(O)cc2)ccc1Oc1ccc([N+](=O)[O-])cn1 | i | 0.1 | 9 | i | i | i | i | -1 | i | i | i
CCN1C(=O)N[C@@H](CCc2ccccc2)C(C(=O)OC)=C1C | i | -5.7 | 12 | i | i | i | i | -11 | i | i | i
Brc1cccc(C2Nc3cccc4cccc(c34)N2)c1 | i | 0.5 | 5 | i | i | i | i | 1 | i | i | i
COC(=O)C1=C(C)Nc2ncnn2C1c1ccccn1 (configuration not stated) | i | 0.3 | -2 | i | i | i | i | 8 | i | i | i
CCN1C(=O)c2cccc3c(S(=O)(=O)N(C(=O)c4ccncc4)c4ccc(OC)cc4)ccc1c23 | i | 0.4 | 9 | i | i | i | i | -13 | i | i | i
O=C(Nc1nnc(Cc2ccc(Cl)cc2)s1)c1ccco1 | i | 0.1 | 3 | i | i | i | i | -2 | i | i | i
Cc1occc1C(=O)Nc1c(Cl)cccc1Cl | i | 0.9 | -5 | i | i | i | i | -12 | i | i | i
Cc1ccccc1S(=O)(=O)N1CCN(C)CC1 | i | 0.0 | 6 | i | i | i | i | -4 | i | i | i
COCCSc1nnc(NC(=O)C2CCCO2)s1 (configuration not stated) | i | 0.4 | 13 | i | i | i | i | -2 | i | i | i
O=C(c1ccc([N+](=O)[O-])cc1)N1CCN(C(=O)c2cccnc2)CC1 | i | -17 | 3 | i | i | i | i | -3 | i | i | i
Cc1ccc(C2CC2C(=O)NNC(=S)Nc2ccc(Cl)cc2)cc1 (configuration not stated) | i | 0.6 | 0 | i | i | i | i | -1 | i | i | i
